Assay outcomes: PubChem BioAssay, several laboratories
SKKanGAS inh – S. pyogenes SKKanGAS growth inhibitors in kanamycin, primary screen, streptokinase expression inhibitor project, SKKanGAS strain, BacTiter-Glo luminescence. hit rate 1.3% among 300,000. 6 h. inhibition, % at 7.5 µM;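 active = mean replicate score, as percent of positive control median, at least 50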;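 note: strain carries kanamycin resistance gene driven by streptokinase promoter and grows in 40 µg/ml kanamycin; loss of luminescence reflects streptokinase promoter inhibition or plain growth inhibition; 0% = median of DMSO wells and 100% = positive control at its reference dose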
TRPC4 potent – positive allosteric modulators of TRPC4, primary screen, cell-based, mouse TRPC4beta, HEK293 mu-opioid, Fluo-4 calcium; Short transient receptor potential channel 4 (Mus musculus), Q9QUQ5; DAMGO EC20, Fluo-4 Ca2+ flux; active compounds read high; hit rate 0.42% among 310,000; B-score at 10 µM;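 active = B-score of calcium response area above 5 SD of library B-scores, with initial fluorescence ratio within 5 SD of library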;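 note: B-score of integrated fluorescence ratio over time as area under calcium response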
Target sequence (Q9QUQ5 whole entry, looked up): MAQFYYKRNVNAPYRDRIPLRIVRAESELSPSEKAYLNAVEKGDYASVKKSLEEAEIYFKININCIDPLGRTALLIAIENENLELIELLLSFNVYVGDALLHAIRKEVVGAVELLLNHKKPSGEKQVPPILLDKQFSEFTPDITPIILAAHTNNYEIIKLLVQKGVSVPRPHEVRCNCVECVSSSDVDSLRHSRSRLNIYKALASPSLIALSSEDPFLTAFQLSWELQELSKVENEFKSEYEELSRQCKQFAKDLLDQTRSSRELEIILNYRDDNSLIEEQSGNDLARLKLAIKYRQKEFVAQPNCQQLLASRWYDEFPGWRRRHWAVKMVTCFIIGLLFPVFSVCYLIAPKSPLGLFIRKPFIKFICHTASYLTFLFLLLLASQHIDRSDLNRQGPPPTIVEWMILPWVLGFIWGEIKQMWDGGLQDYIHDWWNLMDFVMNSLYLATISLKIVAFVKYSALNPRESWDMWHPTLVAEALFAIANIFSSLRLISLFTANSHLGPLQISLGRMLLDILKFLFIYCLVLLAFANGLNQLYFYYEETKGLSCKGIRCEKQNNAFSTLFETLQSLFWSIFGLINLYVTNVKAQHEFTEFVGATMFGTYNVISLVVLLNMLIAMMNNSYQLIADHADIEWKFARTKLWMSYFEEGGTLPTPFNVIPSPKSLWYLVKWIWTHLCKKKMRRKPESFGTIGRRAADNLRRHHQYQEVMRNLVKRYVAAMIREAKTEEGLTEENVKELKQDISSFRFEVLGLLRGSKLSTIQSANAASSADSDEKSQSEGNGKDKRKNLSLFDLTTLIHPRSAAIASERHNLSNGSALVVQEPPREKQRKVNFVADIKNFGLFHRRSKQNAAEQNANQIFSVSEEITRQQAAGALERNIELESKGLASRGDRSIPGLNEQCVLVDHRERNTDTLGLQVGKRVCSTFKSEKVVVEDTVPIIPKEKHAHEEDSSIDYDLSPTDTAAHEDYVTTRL
TRPC4 inh – inhibitors of mouse TRPC4 channel, primary screen, Fluo4 calcium, HEK293 TRPC4beta/mu-opioid cells | Short transient receptor potential channel 4 (Mus musculus), Q9QUQ5 | DAMGO-evoked Fluo4 calcium flux; active compounds read low | B-score at 10 µM | hit rate 0.39% among 300,000 | AID 2247, 2010;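 active = B-score over 3 SD under the library average, no early fluorescence shift, positive overall ratio signal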
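Signal: kinetic Fluo4 fluorescence imaging of calcium influx. Material: stable TRPC4beta/mu-opioid receptor HEK293 cells. Probe or stimulus: DAMGO in two steps, submaximal then maximal.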
TRPC6 activator – mouse TRPC6 channel activators, primary screen, cell-based, HEK293, membrane potential dye. Short transient receptor potential channel 6 (Mus musculus), Q61143. HEK293-TRPC6 membrane potential dye fluorescence; active compounds read high. B-score at 10 µM. hit rate 0.13% among 310,000. AID 2550, 2010;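 active = B-score of the integrated fluorescence ratio above library mean plus 3 SD, and starting fluorescence ratio within library mean plus 5 SD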;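 note: higher score means more depolarization so channel activation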
TRPC4 agonist – activators of mouse TRPC4 channel, primary screen, Fluo4 calcium, HEK293 TRPC4beta/mu-opioid cells; Short transient receptor potential channel 4 (Mus musculus), Q9QUQ5; Fluo4 calcium fluorescence; active compounds read high; B-score at 10 µM; hit rate 0.49% among 310,000;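 active = B-score above 5 SD of library B-scores, and initial fluorescence ratio not above library mean plus 5 SD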;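 note: positive B-score marks a calcium rise read as TRPC4 activation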
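Test system: HEK293 cells stably co-expressing mouse TRPC4beta and mu-opioid receptor | Schedule: Fluo4 dye loading 45 min at room temperature, 110 s recording | Measured by: Kinetic Fluo4 calcium fluorescence, 5 s baseline at 1 Hz | Evaluation: B score of integrated ratio | Controls: Buffer (low) and maximal DAMGO (high)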
MrgX1 PAM – positive allosteric modulators of MrgX1, primary screen, HEK293 cells, Fluo-4 calcium flux; FDSS; active compounds read high; B-score at 10 µM; hit rate 0.63% among 310,000; AID 588675, 2011;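 active = plate-corrected calcium response at least 3 library SD above typical, normal starting fluorescence, not activating the receptor alone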;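 note: compound read alongside a low EC10 to EC30 dose of BAM8-22 agonist; peak minus trough fluorescence over baseline measured at the second addition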
TMEM16A act – TMEM16A chloride channel activators or potentiators, primary screen, cell-based, HTS | hit rate 0.3% among 340,000 | Anoctamin-1 (Mus musculus), Q8BHY3 | AID 623877, 2012 | HEK293 TMEM16A/YFP-H148Q/I152L, iodide quench fluorescence; active compounds read low | B-score at 10 µM;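 active = fluorescence-ratio B-score plate-corrected deviation score at least 3 library SD below zero, with starting fluorescence score within 5 deviations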;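 note: channel opened by trigger with iodide after compound preincubation; score built on the fluorescence ratio of max minus min over baseline; more negative score means more quench and so TMEM16A activation or potentiation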
MrgX1 antag – antagonists of human MrgX1 receptor, primary screen, HEK293 cells, Fluo-4 calcium flux; BAM8-22 antagonism; active compounds read low; B-score at 10 µM; hit rate 1.3% among 310,000;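 active = calcium-response B-score plate-corrected more than 3 library SD below zero, starting fluorescence within 5 deviations, no agonist response on first addition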;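 note: peak minus trough fluorescence over baseline after final BAM8-22 challenge near maximal dose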
TRPC6 inhibitor – mouse TRPC6 channel inhibitors, primary screen, cell-based, HEK293, membrane potential dye; Short transient receptor potential channel 6 (Mus musculus), Q61143; ACh-evoked depolarization; active compounds read low; B-score at 10 µM; hit rate 1.1% among 310,000;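 active = B-score under library mean minus 3 SD, initial fluorescence not abnormally high, positive integrated signal ratio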;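 note: B-score derived from integrated fluorescence ratio over the kinetic read; more negative B-score means stronger inhibition of depolarization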
MrgX1 agonist – agonists of human MrgX1 receptor, primary screen, HEK293 cells, Fluo-4 calcium flux. Mas-related G-protein coupled receptor member X1 (Homo sapiens), Q96LB2. Fluo-4 calcium fluorescence, agonist mode; active compounds read high. B-score at 10 µM. hit rate 0.44% among 310,000. AID 588627, 2011;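 active = calcium response B-score plate-corrected fluorescence ratio at least 3 library SD, with starting fluorescence B-score inside 5 SD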
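Test system: HEK293 cells stably expressing human MrgX1 receptor; amount: 15,000 cells per well; doses: compound delivered in addition one of three; times: overnight plating before 1 h dye loading; detection: Fluo-4 NW calcium-flux fluorescence, kinetic read; read-out basis: B-scored fluorescence response ratio; controls: positive and negative controls per plate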
ANO1 block – TMEM16A chloride channel inhibitors, primary screen, cell-based, HTS | HEK293 TMEM16A/YFP iodide influx fluorescence, ionomycin | normalized B-score (activity score, 25-100; higher = stronger inhibition) at 10 µM | hit rate 1.2% among 310,000 | AID 588511, 2011;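 active = ratio plate-corrected score three or more library SD toward inhibition, starting fluorescence score within five deviations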;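 note: score derived from kinetic fluorescence span divided by baseline fluorescence per well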
* marks the source's active call; other numbers are inactive results; i = inactive; . = no result given.

SMILES	SKKanGAS inh	TRPC4 potent	TRPC4 inh	TRPC6 activator	TRPC4 agonist	MrgX1 PAM	TMEM16A act	MrgX1 antag	TRPC6 inhibitor	MrgX1 agonist	ANO1 block
COCCOC(=O)C1=C(C)NC(C)=C(C(=O)OC(C)C)C1c1cccc([N+](=O)[O-])c1 (configuration not stated)	0	i	i	i	i	i	i	i	i	i	i
COc1ccc(NC(=O)c2ccccc2NS(C)(=O)=O)cc1OC	3	i	i	i	i	i	i	i	i	i	i
COc1ccc(NC(=O)CSc2nnc3n2CCCCC3)cc1	4	i	i	i	i	i	i	i	i	i	i
N=c1sccn1CC(=O)NC(=O)NC1CCCC1	0	i	i	i	i	i	i	i	i	i	i
Nc1ccc(C(=O)NCc2ccccc2)cc1	6	i	i	i	i	i	i	i	i	i	i
CC1CCCN(C(=O)c2ccc(NC(=O)CC3SC(N4CCCC4)=NC3=O)cc2)C1 (configuration not stated)	-4	i	i	i	i	i	i	i	i	i	i
Cc1ccc(S(=O)(=O)c2nc(S(C)(=O)=O)sc2NCC2CCCO2)cc1 (configuration not stated)	-9	i	i	i	i	i	i	i	i	i	i
CCc1ccc(NC(=O)COc2ccc(Br)cn2)cc1	10	i	i	i	i	i	i	i	i	i	i
c1ccc(Cc2noc(CN3CCCC(CN4CCOCC4)C3)n2)cc1 (configuration not stated)	5	i	i	i	i	i	i	i	i	i	i
COc1ccccc1C(=O)NC(=O)COC(=O)CCOc1cc(C)ccc1C	-5	i	i	i	i	i	i	i	i	i	i
Cc1sc(NC(=O)c2ccco2)c(CN2CCCCC2)c1C	0	i	i	i	i	i	i	i	i	i	i
COc1ccc(OC)c2c(C)cc(N3CCN(C(=O)c4ccc(Cl)cc4)CC3)nc12	12	i	i	i	i	i	i	i	i	i	i
Cc1cc(C)n2ncc(C(=O)NC3CCCCC3)c2n1	-9	i	i	i	i	i	i	i	i	i	i
Fc1ccc(N/N=C2/CC(c3ccccc3)Oc3ccccc32)c(F)c1 (configuration not stated)	-5	i	i	i	i	i	i	i	i	i	i
Cc1ccc(C(C)C)c(OCC(=O)Nc2sc3c(c2C#N)CC(C)(C)NC3(C)C)c1	0	i	i	i	i	i	i	i	i	i	i
O=C(C[n+]1cc(-c2ccc(F)cc2)n2c1CCC2)Nc1nc(-c2ccc(F)cc2)cs1	2	i	i	i	i	i	i	i	i	i	i
Cc1ccccc1NC(=O)c1ccc(CN(c2ccccc2)S(=O)(=O)c2ccccc2)cc1	5	i	i	i	i	i	i	i	i	i	i
Cc1cc(NC(=O)CCC(=O)N(Cc2cccs2)C(C(=O)NC2CCCC2)c2cccnc2)no1 (configuration not stated)	3	i	i	i	i	i	i	i	i	i	i
CN(c1ccccc1)S(=O)(=O)c1ccc(Cl)c(C(=O)Nc2nn[nH]n2)c1	0	i	i	i	i	i	i	i	i	i	i
Cc1c(OCC(=O)NCC(O)c2ccccc2)ccc2c3c(c(=O)oc12)CCCC3 (configuration not stated)	3	i	i	i	i	i	i	i	i	i	i
Cc1ccc(CNC(=O)/C(C#N)=C\c2ccc(N(C)C)cc2)cc1	35	i	i	i	i	i	.	i	i	i	i
O=C(N/N=C/c1ccc(Cl)cc1Cl)c1ccc2nc[nH]c2c1	-7	i	i	i	i	i	i	i	i	i	i
CC1=C(C(=O)OC2CCCC2)C(c2coc3ccccc3c2=O)C2=C(CC(C)(C)CC2=O)N1 (configuration not stated)	-21	i	i	i	i	i	i	i	i	i	i
S=C(NCCc1ccccn1)Nc1cc(Cl)cc(Cl)c1	-8	i	i	i	i	i	i	-4.5*	i	i	i
O=C(/C=C/c1ccc(Cl)cc1)NC(=S)Nc1ccccc1C(=O)O	-4	i	i	i	i	i	i	i	i	i	i
Cn1cc(SCC(N)=O)c2ccccc21	-8	i	i	i	i	i	i	i	i	i	i
COc1ccc(N(CC(=O)NCc2ccccc2Cl)S(=O)(=O)c2c(C)n[nH]c2C)cc1	-1	i	i	i	i	i	i	i	i	i	i
CCn1ncc([N+](=O)[O-])c1C(=O)N1CCCC1	-3	i	i	i	i	i	i	i	i	i	i
CC(C)(CO)NCC(=O)Nc1cc(C(F)(F)F)cc(NC(=O)CNC(C)(C)CO)c1Cl	-3	i	i	i	i	i	i	i	i	i	i
Cc1cc(C)cc(NC(=O)c2ccc3nc[nH]c3c2)c1	-8	i	i	i	i	i	i	i	i	i	i
C=CCNC(=O)c1n[nH]c2c1CC(C(C)(C)CC)CC2 (configuration not stated)	.	.	.	.	.	i	i	i	.	i	i
CCOc1ccccc1-n1cnc2cc(C(=O)NCc3ccco3)ccc21	6	i	i	i	i	i	i	i	i	i	i
COC(=O)[C@H](C)NC(=O)NCc1ccccc1	1	i	i	i	i	i	i	i	i	i	i
C=CCNC(=O)c1ccc2c(c1)nnn2C	-2	i	i	i	i	i	i	i	i	i	i
S=C(c1ccccc1)N1CCSCC1	2	i	i	i	i	i	i	i	i	i	i
Cc1cc(N2CCOCC2)nc2ccc(NC(=S)NC(C)C)cc12	5	i	i	i	i	i	i	i	i	i	i
O=C(O)CCCC(=O)Nc1ccc(Cl)cc1	-3	i	i	i	i	i	i	i	i	i	i
CCOC(=O)N1CCN(S(=O)(=O)c2ccc(-n3cnnn3)cc2)CC1	1	i	i	i	i	i	i	i	i	i	i
CC(C)(C)Nc1c2ccccc2nc2ccccc12	5	i	i	i	i	i	i	i	-8.9*	35*	i
O=C(NC1CCCC1)C1CCN(S(=O)(=O)c2cccc3cccnc23)CC1	1	i	i	i	i	i	i	i	i	i	i

Individual results from the entries so far:
For SKKanGAS inh, `CC(C)(CO)NCC(=O)Nc1cc(C(F)(F)F)cc(NC(=O)CNC(C)(C)CO)c1Cl` has the entry -3
For SKKanGAS inh, `CC1=C(C(=O)OC2CCCC2)C(c2coc3ccccc3c2=O)C2=C(CC(C)(C)CC2=O)N1` (configuration not stated) has the entry -21

Next part:
SMILES	SKKanGAS inh	TRPC4 potent	TRPC4 inh	TRPC6 activator	TRPC4 agonist	MrgX1 PAM	TMEM16A act	MrgX1 antag	TRPC6 inhibitor	MrgX1 agonist	ANO1 block
COc1ccc(C(=O)NC2CC(C)(C)Cc3c2cnn3-c2ccccc2C)o1 (configuration not stated)	1	i	i	i	i	i	i	i	i	i	i
CC(C)N(Cc1cnn(C)c1)C(=O)C1CCC(=O)N(CCc2cccc(F)c2)C1 (configuration not stated)	-15	i	i	i	i	i	i	i	i	i	i
O=C(O)c1cc(-c2ccc(Br)s2)nc2ccccc12	27	i	i	i	i	i	i	i	i	i	i
COc1ccc([C@H]2/C=C\CN(S(=O)(=O)c3cccc4cccnc34)[C@@H](C)C(=O)N2Cc2ccc(F)cc2)cc1	9	i	i	i	i	i	i	i	i	i	i
CN(C)N=Nc1ccc(S(=O)(=O)/N=C(\O)c2ccccc2)cc1	-2	i	i	i	i	i	i	i	i	i	i
Cc1cc(N2C3CCC2CC(O)(c2ccc(F)cc2)C3)nc(-c2ccccc2)n1 (configuration not stated)	-3	i	i	i	i	i	i	i	i	i	i
Cc1cc(C(C#N)c2ccccc2)n2ncnc2n1 (configuration not stated)	5	i	i	i	i	i	i	i	i	i	i
Cc1ccc(OC(C)C(=O)N2CC(=O)Nc3ccccc32)cc1 (configuration not stated)	-12	i	i	15*	i	i	i	i	i	i	i
O=C(NCC(c1ccco1)N1CCN(c2ccccc2)CC1)c1cccs1 (configuration not stated)	0	i	i	i	i	i	i	i	i	i	i
Clc1ccccc1-c1nc2nc3ccccc3nc2n1-c1ccc2c(c1)OCO2	12	i	i	i	i	i	i	i	i	i	i
COc1ccc(-c2[nH]ncc2CN2CCCO2)c(F)c1	-3	i	i	i	i	i	i	i	i	i	i
C#CCOCCOCCOCCNc1nc(N2CCN(C(=O)[C@H]([C@@H](C)CC)n3cc(CCCCN)nn3)CC2)nc(N2CCN(C(=O)[C@H](CCCCN)n3cc(CCCC)nn3)CC2)n1	.	.	.	.	.	i	i	i	.	i	i
COc1ccc(OC)c(C(C(=O)NCc2ccco2)N(C(=O)Cn2nnc3ccccc32)C(C)C)c1 (configuration not stated)	-1	i	i	i	i	i	i	i	i	i	i
CC(c1ccccc1)n1c(CO)nc2ccccc21 (configuration not stated)	0	i	i	i	i	i	i	i	i	i	i
Cc1cccc(NC(=O)[C@@H](CC(C)C)NC(=O)[C@@H]2Cc3ccccc3CN2)c1	1	i	i	i	i	i	i	i	i	i	i
CCOC(=O)C1(CCCc2ccccc2)CCN(C(=O)CSC)CC1	-7	i	i	i	i	i	i	i	i	i	i
Cc1cc(C)c(NC(=O)C2CCC(=O)N2)c(C)c1 (configuration not stated)	3	i	i	i	i	i	i	i	i	i	i
CC1CCCCN1C(=O)CSc1nc2ncccc2[nH]1 (configuration not stated)	-11	i	i	i	i	i	i	i	i	i	i
Nc1ncn(C(=O)c2ccco2)n1	4	i	i	i	i	i	i	i	i	i	i
CCn1c(=O)c2sccc2n(CC(=O)NC2CCCCC2)c1=O	-1	i	i	i	i	i	i	i	i	i	i
OC1(c2ccc(Cl)cc2)CCN(Cc2c[nH]c3ccccc23)CC1	5	i	i	i	i	i	i	i	i	i	i
NS(=O)(=O)c1cccc(NC(=O)CCSc2ccc(Cl)cc2)c1	0	i	i	i	i	i	i	i	i	i	i
C[C@]12C=CC(=O)C=C1CC[C@H]1[C@@H]3C[C@@H](O)[C@](O)(C(=O)CO)[C@@]3(C)C[C@H](O)[C@@]12F	3	i	i	i	i	i	i	i	i	i	i

No enrichment for hits (roughly 6.7% active in at least one column).
